Kir21 block: Kir2.1 (mouse) channel inhibition; P35561; HEK293-Kir2.1, FluxOR thallium flux fluorescence; hits give low values; B-score at 10 µM; hit rate 0.85% among 310,000;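 active = fluorescence ratio B-score at or below minus 3 SD of library scores, with starting-brightness B-score within 2 SD, cut at about -4.2 in these data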;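 also: channel flux triggered by added potassium and thallium sulfate stimulus; B-score of peak minus minimum fluorescence over baseline after thallium stimulus; more negative B-score means stronger Kir2.1 block with less thallium influx; some compounds called inactive have numbers as strong as hits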
KCNQ2 block: KCNQ2 channel blockers in CHO-K1 cells – cell-based, FluxOR thallium flux, B-score, primary screen (AID 2156) | 20 min; hits give low values | B-score at 10 µM | hit rate 1.1% among 310,000;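 active = fluorescence ratio B-score at most minus 3 library SDs, with starting brightness B-score within 2 library SDs, cut at about -5.5 in these data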
Target sequence (O88943 whole entry, looked up): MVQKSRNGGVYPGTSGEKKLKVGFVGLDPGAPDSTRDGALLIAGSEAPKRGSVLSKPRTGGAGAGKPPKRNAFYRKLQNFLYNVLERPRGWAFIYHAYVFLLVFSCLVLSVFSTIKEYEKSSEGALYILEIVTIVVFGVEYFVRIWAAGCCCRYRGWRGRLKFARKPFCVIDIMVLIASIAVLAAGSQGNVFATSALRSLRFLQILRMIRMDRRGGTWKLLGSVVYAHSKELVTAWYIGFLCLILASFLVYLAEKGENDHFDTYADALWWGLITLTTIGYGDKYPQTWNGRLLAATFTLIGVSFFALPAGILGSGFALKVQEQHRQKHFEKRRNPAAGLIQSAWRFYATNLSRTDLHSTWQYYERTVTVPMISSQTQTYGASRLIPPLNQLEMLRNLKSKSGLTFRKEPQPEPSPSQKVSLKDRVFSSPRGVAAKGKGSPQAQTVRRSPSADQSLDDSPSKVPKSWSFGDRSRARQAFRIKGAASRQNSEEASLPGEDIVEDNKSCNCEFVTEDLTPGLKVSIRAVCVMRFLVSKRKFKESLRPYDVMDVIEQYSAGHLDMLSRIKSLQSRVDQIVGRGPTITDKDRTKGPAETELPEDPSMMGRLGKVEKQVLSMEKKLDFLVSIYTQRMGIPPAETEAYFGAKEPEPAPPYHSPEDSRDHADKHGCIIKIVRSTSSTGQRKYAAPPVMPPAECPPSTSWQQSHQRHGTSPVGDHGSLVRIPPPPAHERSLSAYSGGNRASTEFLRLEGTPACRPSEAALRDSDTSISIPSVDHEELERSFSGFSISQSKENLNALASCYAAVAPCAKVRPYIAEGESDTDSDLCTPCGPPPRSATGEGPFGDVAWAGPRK
Numbers without * were called inactive; i = inactive. The order is random. About 1.9% of those tested had a hit in this group.

Kir21 block,KCNQ2 block,mol
-1.2,i,CCCOC(=O)c1ccc(Nc2cc(C)nc3ncnn23)cc1
1.2,i,CCCCN(C)CCCNC(=O)c1cc(=O)[nH]c2ccc(S(=O)(=O)N3CCCCC3C)cc12 (stereo not drawn)
-1.3,i,C=C(C)CC(Nc1ccc(OC)cc1)c1ccco1 (stereo not drawn)
0.11,i,COc1ccc(NS(=O)(=O)c2cc3c4c(c2)CCN4C(=O)CC3)cc1OC
-1.4,i,CSc1ccc(S(=O)(=O)N2CCC(C(=O)Nc3cccnc3)CC2)cc1
-8.3*,i,c1ccc(-c2ccccc2OCCOCCN2CCc3ccccc3C2)cc1
-0.45,i,CCCC(=O)Oc1ccc(N(C(=O)CCC)S(=O)(=O)c2cccc([N+](=O)[O-])c2)cc1
-0.25,i,O=C(C1CCCN(S(=O)(=O)c2cccc3nonc23)C1)N1CCN(c2cccc(Cl)c2)CC1 (stereo not drawn)
0.24,i,Cc1cc(=O)oc(C)c1C(=O)NCC1COc2ccccc2O1 (stereo not drawn)
0.96,i,CCOC(=O)c1cc(-c2ccc(Cl)cc2)nc2c1c(=O)[nH]c(=O)n2CCOC
1.5,i,COc1ccc2cc3cc(C(=O)N4CC(C)CC(C)C4)oc3nc2c1 (stereo not drawn)
-1.4,i,COc1ccc(OC)c(/C=N/NC(=O)CN2CCSCC2)c1

Kir21 block,KCNQ2 block,mol
-2.1,i,O=C(CN1CCSCC1)N/N=C/c1ccc(Cl)cc1
0.01,i,CCOC(=O)c1[nH]c(C)c(C(=O)OCC(=O)N2CCc3ccccc32)c1C
-0.07,i,COc1ccc(Cl)cc1NC(=O)CSc1nc(N2CCOCC2)nc(N2CCOCC2)n1
-0.94,i,COCCOC(=O)c1c(C)nc(SCC(=O)Nc2cccc3ccccc23)c(C#N)c1-c1ccco1
0.46,i,CC(=O)Nc1ccc(NC(=O)CCC(=O)OCC(=O)c2ccc(F)cc2)cc1
0.33,i,FC(F)(F)c1cccc(Nc2ncnc3ccccc23)c1
-0.09,i,O=[N+]([O-])c1cccc(-c2nc(-c3cccs3)c(-c3cccs3)[nH]2)c1
0.02,i,O=[N+]([O-])c1ccc(Cl)c(/C=N/N2CCN(Cc3ccccc3)CC2)c1
-0.04,i,O=C(NCCc1c[nH]c2ccccc12)C(=O)NCC(c1ccco1)N1CCN(c2ccc(F)cc2)CC1 (stereo not drawn)
0.03,i,Cc1ccc(NC2CCCN(C(=O)CCC(=O)c3ccccc3)C2)cc1C (stereo not drawn)
0.25,i,COc1ccc([N+](=O)[O-])cc1NC(=O)CCCOc1ccccc1
0.85,i,Cc1c(C(=O)O)oc2ccc(S(=O)(=O)N3CCCCC3C(=O)O)cc12 (stereo not drawn)

Kir21 block,KCNQ2 block,mol
-0.22,i,CC(C)C1/C(=N/O)CC(c2ccccc2)NC1c1ccccc1 (stereo not drawn)
1.7,i,Cc1cc(C)c(NC(=O)CN(C2CCCCC2)C2CCCCC2)c(C)c1
-3.5,i,CCCCC(CC)CN1C(=O)/C(=C/c2ccncc2)SC1=S (stereo not drawn)
0.82,i,CCc1c(C)nc2cc(-c3ccc(OC)c(OC)c3)nn2c1NCC1CC1
0.42,i,COC(=O)c1ccc(C(=O)N2CCCC(Nc3ccc(F)c(F)c3)C2)cc1 (stereo not drawn)
-0.06,i,COc1ccc(C(O)P(=O)(OC(C)C)OC(C)C)cc1OC (stereo not drawn)
-0.01,i,Cc1ccc(-c2nc3cnccn3c2Nc2ccccc2)o1
-0.78,i,COc1ccc(S(=O)(=O)Nc2c(NC3CCCCC3)c3ccccc3oc2=O)cc1
-0.73,i,O=C(c1ccoc1)N1CCC2(CC1)Oc1ccc(Cl)cc1C(=O)C21CC(c2ccc(Cl)cc2)=NO1 (stereo not drawn)
0.9,i,COc1ccc(-n2c(SCC(N)=O)nnc2-c2ccccc2F)cc1
-1,i,CCn1nc(-c2ccccc2)c2nc3ccccc3nc21
0,i,Cc1cc(OCc2cc(C(=O)N(C)Cc3nonc3C)no2)cc(C)c1Cl

Kir21 block,KCNQ2 block,mol
-0.46,i,COc1ccc(-c2cn3c(C)c(C(=O)Nc4ccncc4)sc3n2)cc1
0.13,i,CS(=O)(=O)N1CCc2ccc(NC(=O)C3CCCO3)cc2C1 (stereo not drawn)
-1.1,i,COc1ccc(-c2ccc(S(=O)(=O)n3nc(OC(=O)c4cccs4)cc3N)cc2)cc1
0.97,i,COc1cc(/C=C/C(=O)O)cc(S(=O)(=O)Nc2ccc3nc(C)sc3c2)c1OC
0.42,i,Cc1ccc(OCCC(=O)OC(C)C(=O)NC2CC2)cc1 (stereo not drawn)
-0.95,i,Cn1c(SCC(=O)N2CCCCCC2)nc2c([nH]c3ccccc32)c1=O
1.3,i,COc1ccc(S(=O)(=O)N2CCC(C(=O)N3CCCC3)CC2)cc1
-1.8,i,CN(Cc1cccs1)C(=O)c1ccc(S(=O)(=O)NCc2ccco2)cc1
-1.6,i,O=C(NCCO)C1CCN(C(=O)c2ccc(-c3ccccc3)cc2)CC1
-1.2,i,CC(C)(C)NC(=O)C1CC(=O)OC12CCCCC2 (stereo not drawn)
-0.91,i,CCOC(=O)C[C@H]1c2cc(C(F)(F)F)ccc2S(=O)(=O)N1Cc1ccccc1
0.22,i,CC(C)c1ccc(NC(=O)Cn2ncc3ccccc32)cc1

Kir21 block,KCNQ2 block,mol
0.1,i,CCn1c(SCc2ccccc2)nc2cc(S(N)(=O)=O)ccc21
-0.1,i,Cc1ccc(/C(O)=C/C(=O)C(=O)NC23CC4CC(CC(C4)C2)C3)cc1
0.17,i,CCOC(=O)CC1C(=O)NCCN1C(=O)c1c(Cl)cccc1Cl (stereo not drawn)
-0.3,i,O=C(CCc1ccccc1)OCC(=O)c1cccc([N+](=O)[O-])c1
-2,i,CCOCC(=O)Nc1c(C(=O)Nc2ccc(OC)cc2OC)oc2ccccc12
0.42,i,O=C(CSc1nnc(-c2cccs2)n1-c1ccccc1)Nc1ccccc1
0.87,i,Cc1cc(N2CCOCC2)nc(C(C)C)n1
-0.27,i,Cc1ccc(CSCC(=O)Nc2ccccc2F)cc1
-0.87,i,O=C(Cn1c2c(sc1=O)C1c3ccccc3OCC1CS2)Nc1ccc(Cl)c(Cl)c1 (stereo not drawn)
0.54,i,CCC(=O)Nc1cc(C)c(OC)c(C)c1
-0.18,i,O=C(CN(c1ccc(F)cc1)S(=O)(=O)c1ccccc1)N1CCOCC1
-0.15,i,Cc1ccc(CN2CC(C(=O)Nc3ccccc3N3CCCC3)CC2=O)cc1 (stereo not drawn)

Kir21 block,KCNQ2 block,mol
-0.02,i,CC[C@H]1OC(=O)[C@H](C)[C@@H](O[C@H]2C[C@@](C)(OC)[C@@H](O)[C@H](C)O2)[C@H](C)[C@@H](O[C@@H]2O[C@H](C)C[C@H](N(C)C)[C@H]2O)[C@](C)(O)C[C@@H](C)CN(C)[C@H](C)[C@@H](O)[C@]1(C)O
-0.4,i,O=C(NCCc1ccco1)C(=O)NCCC1CCCCN1S(=O)(=O)c1ccccc1 (stereo not drawn)
-1.1,i,O=C(NCc1ccc(Cl)s1)C1CCC(=O)N(CCc2cccc(F)c2)C1 (stereo not drawn)
-2,i,Cc1ccc(-c2c3c(nc4sc(C(N)=O)c(N)c24)CCCC3)o1
-3.2,i,CCOc1cc(/C=N/NS(=O)(=O)c2ccccc2)ccc1OS(=O)(=O)c1ccc(C)cc1
0.57,i,CCCCOC(=O)C(C#N)c1nc2ccccc2nc1N1CCN(Cc2ccc3c(c2)OCO3)CC1 (stereo not drawn)
0.75,i,CN(CC(=O)Nc1ccc(Cl)c(C(F)(F)F)c1)C(=O)C1CCC1
1.1,i,CCOC(=O)CCSc1nc(C)c2cc(C)c(C)cc2n1
1.1,i,COc1cc(OC)cc(C(=O)NC2CC(C)(C)NC(C)(C)C2)c1
0.32,i,COc1cccc(NC(=O)[C@H](CC(C)C)NC(=O)N2CCn3c2nc2ccccc23)c1
2.1,i,COc1cc(CC(=O)Nc2cc(S(C)(=O)=O)ccc2Cl)cc(OC)c1OC
-0.54,i,COc1c(C)cc(Br)cc1C(=O)Nc1ccc(S(N)(=O)=O)cc1

Kir21 block,KCNQ2 block,mol
-0.07,i,COc1ccc(N2CCN(CC(=O)Nc3c(C)cc(C)cc3C)CC2)cc1
1.2,i,c1cnc(-c2noc(CN3CCN(C4C5CC6CC(C5)CC4C6)CC3)n2)cn1 (stereo not drawn)
0.55,i,CC1Oc2ccccc2N(CC(=O)c2ccccc2)C1=O (stereo not drawn)
0.01,i,Cc1ccc(COc2cccc(/C=N/NC(=O)c3nnn(-c4nonc4N)c3C)c2)cc1
0.19,i,O=C(O)c1ccc(C(=O)c2ccc3c(c2)C(=O)N(CCO)C3=O)cc1
-0.99,i,Cc1ccccc1-c1nc(CS(=O)(=O)CC(=O)NCCCN2CCCC2=O)c(C)o1
0.53,i,COc1ccc(NC(=S)Nc2cccc(Cl)c2Cl)cc1OC
-1.3,i,c1ccc2c(c1)OCC(CNc1ncnc3nc[nH]c13)O2 (stereo not drawn)
0.74,i,CCN(C(=O)COC(=O)c1cc(-c2ccc(C)o2)nc2ccccc12)C1CCS(=O)(=O)C1 (stereo not drawn)
-0.02,i,CCC(=O)Nc1ccc2c(c1)nc(CCN1CCN(c3ccccc3)CC1)n2C
1.7,i,Nc1ccc(S(=O)(=O)Nc2nccc(/C=C/c3ccccc3F)n2)cc1
-9.4*,i,Cc1[nH][nH]c(=O)c1C(c1ccc(-c2ccc(Cl)cc2)o1)c1c(C)[nH][nH]c1=O

The final 5 compounds of the section before come first, to join the parts:
Kir21 block,KCNQ2 block,mol
-1.3,i,c1ccc2c(c1)OCC(CNc1ncnc3nc[nH]c13)O2 (stereo not drawn)
0.74,i,CCN(C(=O)COC(=O)c1cc(-c2ccc(C)o2)nc2ccccc12)C1CCS(=O)(=O)C1 (stereo not drawn)
-0.02,i,CCC(=O)Nc1ccc2c(c1)nc(CCN1CCN(c3ccccc3)CC1)n2C
1.7,i,Nc1ccc(S(=O)(=O)Nc2nccc(/C=C/c3ccccc3F)n2)cc1
-9.4*,i,Cc1[nH][nH]c(=O)c1C(c1ccc(-c2ccc(Cl)cc2)o1)c1c(C)[nH][nH]c1=O
2.4,i,CCNC(=S)N/N=C(\C)c1ccco1
1.2,i,COc1ccc(-n2nc(C(=O)NCC(=O)NCC3CCCO3)c3ccccc3c2=O)cc1 (stereo not drawn)
-0.19,i,CCC(=O)N1CCc2cc(S(=O)(=O)CCC(=O)NCCc3ccc(S(N)(=O)=O)cc3)ccc21
-2.2,i,O=C(Cc1ccccc1[N+](=O)[O-])OCC(=O)N1CCN(c2ccccc2)CC1
0.83,i,O=C(CSc1nnc(CNC(=O)c2ccc(F)cc2)o1)Nc1nccs1
-1.9,i,Cn1cccc1C(=O)C(=O)Nc1cc(Cl)cc(Cl)c1
0.02,i,CCCOc1cccc(C(=O)NCCNC(=O)c2ccco2)c1
-3.2,i,CCOC(=O)N1CCC(Nc2c(OCC)c(=O)c2=O)CC1
-0.06,i,Cc1ccc(C)c(Cn2c(O)c(N=NC(=S)Nc3ccccc3F)c3ccccc32)c1
0.18,i,CCc1nc(-c2ccc(-c3ccc(OC)cc3)nc2OC)no1
1.6,i,CN(C)CCNc1ccc(Cl)cc1[N+](=O)[O-]
-1,i,Cc1ccccc1-c1nn(-c2ccc(F)cc2F)cc1CNCC(C)O (stereo not drawn)

Kir21 block,KCNQ2 block,mol
-1.7,i,O=C1C(Cc2c[nH]c3ccccc23)NC(=S)N1C1CCCCC1 (stereo not drawn)
-0.16,i,O=S(=O)(c1ccccc1F)N1CCN(C(=S)NCc2ccccc2)CC1
0.01,i,Cc1cc(C)n(/N=C/c2c[nH]c3ccccc23)c(=O)c1C#N
0.01,i,COc1ccc(C(=O)N(CN2CCCC2=O)c2ccc(C)cc2)cc1
-0.98,i,O=C(c1ccc(CSc2ccccc2)cc1)N1CCCCCC1
0.77,i,Cc1ccc(S(=O)(=O)NCc2ccccc2)cc1C(=O)NCc1ccccn1
0.18,i,C=CCNc1c2c(nc3nnnn13)CCCC2
0.49,i,O=C(NCc1ccccn1)C(=O)NN=C1CCCCCCC1
-1.8,i,C/C(Cl)=C/CN1C(=O)C2C3C=CC(C3)C2C1=O (stereo not drawn)
-0.32,-7.4*,CC1CCCN(C(=O)c2ccc(-c3ccccc3Cl)o2)C1 (stereo not drawn)
0,i,O=C(CCn1nnc2ccccc21)Nc1nnc(COc2ccc(F)cc2)s1
-0.26,i,Cn1cc(/C=C(\NC(=O)c2ccccc2Cl)C(=O)NCCN2CCOCC2)c2ccccc21

Rewritten as labelled records: entries from further up
Cc1cc(=O)oc(C)c1C(=O)NCC1COc2ccccc2O1 (stereo not drawn)
  Kir21 block: 0.24; KCNQ2 block: i
CC(=O)Nc1ccc(NC(=O)CCC(=O)OCC(=O)c2ccc(F)cc2)cc1
  Kir21 block: 0.46; KCNQ2 block: i

Later entries:
Kir21 block,KCNQ2 block,mol
0.52,i,CN(C)CCNC(=O)CN1C(=O)CSc2ccc(S(=O)(=O)N3CCCCC3)cc21
2,i,CC1CN(C(=O)C(C)N2C(=O)c3ccccc3C2=O)CC(C)O1 (stereo not drawn)
1.7,i,Cc1nn(C(=O)CCCn2cc([N+](=O)[O-])cn2)c(C)c1Cl
-0.55,i,O=C(c1ccco1)N1CCN(c2cccc(Cl)c2)CC1
0.01,i,O=C(Cn1cnc2cc([N+](=O)[O-])ccc2c1=O)Nc1ccc2c(c1)OCO2

Arranged by heavy-atom count (falling): 3 of the compounds above.
Kir21 block,KCNQ2 block,mol
-0.26,i,Cn1cc(/C=C(\NC(=O)c2ccccc2Cl)C(=O)NCCN2CCOCC2)c2ccccc21
2,i,CC1CN(C(=O)C(C)N2C(=O)c3ccccc3C2=O)CC(C)O1 (stereo not drawn)
-0.55,i,O=C(c1ccco1)N1CCN(c2cccc(Cl)c2)CC1

High-throughput results from PubChem.
